Shiga toxin inh: A qHTS for Small Molecule Inhibitors of Shiga Toxin; Vero cells, Shiga toxin protein synthesis inhibition reporter; inhibition, % at 38.7 µM; AID 2315, 2010; hit rate 9.2% among 290,000; in the data active means inhibition mostly above about 28%, no sharp cut-off; inactive means mostly below about 43%; further: 0% is about no effect
Pf growth 96h: Primary qHTS for delayed death inhibitors of the malarial parasite plastid, 96 hour incubation; P. falciparum luciferase reporter growth, 96 h; Potency, µM (highest dose often 28.7 µM), for the others: at the highest dose activity change, negative = inhibition, actives largely listed as inhibitors; hit rate 6.9% among 320,000; further: potency means the concentration at half of the fitted maximal effect; on the % scale 0 is the no-effect control and ±100 the full control effect
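Erythrocytes infected with luciferase-expressing P. falciparum were dispensed at 2% hematocrit and 0.05% parasitemia (final), then incubated with compounds 96 hours at 37 C in 5% CO2. Luminescence after detection reagent addition reported growth.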
Tb PYK inh: qHTS of Trypanosoma Brucei Inhibitors; TbPYK enzyme, Kinase-Glo Plus ATP luminescence, 45 min; hit rate 0.12% among 410,000; AID 624173, 2012; pyruvate kinase (Trypanosoma brucei), Q57TT1; Potency, µM (titrated, usually from 76.8 µM), for the others: top-dose activity, negative = inhibition, most hits filed as inhibitors; further: potency means the concentration at half of the fitted maximal effect; on the % scale 0 is the no-effect control and ±100 the full control effect; nearly all actives have a fitted effect of over 50% in size
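In this concentration-response screen, enzyme-free wells defined baseline while DMSO plates tracked drift. Each reaction combined TbPYK, substrate, compound and 130 uM ADP for 45 min at room temperature. Kinase-Glo Plus luminescence gave the signal.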
CHX counter: Cycloheximide Counterscreen for Small Molecule Inhibitors of Shiga Toxin; cell reporter, cycloheximide protein synthesis inhibition counterscreen; max response, %; hit rate 12% among 300,000; AID 2314, 2010; in the data active means max response mostly above about 13%, no sharp cut-off; inactive means mostly below about 14%; further: read at 38.3 µM for the half of the compounds with a filed dose; 0% is about no effect
LmPK inh: qHTS Assay for Inhibitors of Leishmania Mexicana Pyruvate Kinase (LmPK). Q27686. purified LmPK, Kinase-Glo ATP luminescence, 1 h. Potency, µM (top dose mostly 57.5 µM), without a hit: at the top dose activity change, negative = inhibition, usual class: inhibitors. hit rate 0.37% among 290,000. AID 1721, 2009; further: potency means the concentration at half of the fitted maximal effect; on the % scale 0 is the no-effect control and ±100 the full control effect
Target sequence (Q27686 whole entry, looked up): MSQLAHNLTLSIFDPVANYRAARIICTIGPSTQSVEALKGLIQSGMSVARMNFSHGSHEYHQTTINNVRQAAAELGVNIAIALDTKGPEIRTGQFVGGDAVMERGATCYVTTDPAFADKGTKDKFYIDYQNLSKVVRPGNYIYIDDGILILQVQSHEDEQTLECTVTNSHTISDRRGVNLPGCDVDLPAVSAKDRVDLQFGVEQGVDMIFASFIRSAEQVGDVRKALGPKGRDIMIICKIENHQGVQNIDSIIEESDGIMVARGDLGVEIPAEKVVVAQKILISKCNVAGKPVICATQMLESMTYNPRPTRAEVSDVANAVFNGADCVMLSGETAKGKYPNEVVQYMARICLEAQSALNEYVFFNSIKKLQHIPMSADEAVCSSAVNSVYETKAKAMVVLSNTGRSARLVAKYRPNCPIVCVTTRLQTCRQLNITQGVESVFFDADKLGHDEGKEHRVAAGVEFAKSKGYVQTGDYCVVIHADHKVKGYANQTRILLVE
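Kinase-Glo luminescence read after 1 h RT reaction of 0.1 nM LmPK with 0.5 mM PEP and 0.1 mM ADP. Activity scaled between uninhibited and enzyme-free controls.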
AmpC no deterg: qHTS Inhibitors of AmpC Beta-Lactamase (assay without detergent) | AID 485341, 2010 | Potency, µM (highest dose often 57.1 µM), for inactives: at the highest dose activity change, negative = inhibition, actives largely listed as inhibitors | AmpC nitrocefin hydrolysis, absorbance 480 nm, 0.0001% Triton | hit rate 0.52% among 330,000 | P00811;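 further: potency means the concentration at half of the fitted maximal effect; plate controls were no compound for no effect and no enzyme for full effect; nearly all actives have a fitted effect of over 20% in size; some results filed as inactive show a strong effect at the top dose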
Target sequence (P00811 whole entry, looked up): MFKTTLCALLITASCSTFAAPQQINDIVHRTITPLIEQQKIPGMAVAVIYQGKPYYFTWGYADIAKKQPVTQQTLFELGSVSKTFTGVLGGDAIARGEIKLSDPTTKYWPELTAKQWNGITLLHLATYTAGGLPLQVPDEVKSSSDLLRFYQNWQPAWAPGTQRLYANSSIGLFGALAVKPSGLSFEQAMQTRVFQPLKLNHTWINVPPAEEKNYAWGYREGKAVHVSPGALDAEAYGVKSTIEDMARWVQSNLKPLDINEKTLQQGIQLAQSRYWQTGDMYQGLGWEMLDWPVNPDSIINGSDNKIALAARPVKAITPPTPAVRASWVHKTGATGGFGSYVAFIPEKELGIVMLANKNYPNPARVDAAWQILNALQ
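AmpC (5.3 nM in the dispensed reagent) in 20 mM phosphate pH 7.0 with 0.01% (detergent screen) or 0.0001% Triton X-100 was preincubated with compounds for 15 min at room temperature. Nitrocefin was then added from an 800 uM solution, and hydrolysis was followed at 480 nm.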
Pf growth 48h: Primary qHTS for delayed death inhibitors of the malarial parasite plastid, 48 hour incubation. P. falciparum luciferase growth in erythrocytes, 48 h. Potency, µM (top dose mostly 28.7 µM), inactives show at the highest dose activity change, negative = inhibition, actives largely listed as inhibitors. hit rate 5.9% among 310,000; further: potency means the concentration at half of the fitted maximal effect; on the % scale 0 is the no-effect control and ±100 the full control effect
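Luciferase-expressing parasites in RBCs, 2% Hct / 0.1% parasitemia final; RPMI 1640 + 0.5% Albumax; 37 C, 5% CO2, one generation; luminescence read-out, lower signal = inhibition.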
Starred values were filed as active, the others as inactive; u = inconclusive; x = not tested or not shown; & = joins results of further samples; [ ] = dose if it differs, or a comment. Unless noted, the call rests on the fitted dose curve; in most records, active means well fitted curve in the direction sought with a large enough effect; inconclusive means small, poorly fitted or top-dose-only effect, or another doubt; inactive means no such curve, though single readings can be large; an effect the other way counts as inactive or inconclusive. Rows were taken by chance. Share with any hit: about 22%.

SMILES	Shiga toxin inh	Pf growth 96h	Tb PYK inh	CHX counter	LmPK inh	AmpC no deterg	Pf growth 48h
COC(=O)Nc1nc(-c2ccc(F)cc2)c(C)s1	44	12%	1%	13	2%	-8%	-10%
Cc1cccn2cc(-c3cccc(S(=O)(=O)N4CC(C)OC(C)C4)c3)nc12 (stereo not drawn)	28*	u	-5%	-1	3%	75%[activator]	-18%
CCOC(=O)c1c(C)sc(Sc2ccc(Cl)cc2[N+](=O)[O-])c1OC	-8	x	1%	1	5%	-14%	3.7µM*
CCC1CCCCN1S(=O)(=O)c1ccc(NC(=O)C2CCN(C(=O)c3ccco3)CC2)cc1 (stereo not drawn)	7	u	5%	-6	2%	57%	0%
O=C(Nc1ccc(N2CCCC2)cc1)c1ccccc1F	43*	-18%	-8%	43*	u	-11%	-52%
COc1ccc(C(=O)NCC(=O)NCC(c2ccco2)N(C)C)cc1OC (stereo not drawn)	31	-27%	-6%	-3	3%	-8%	1%
C=CCc1ccc(OCCCCNC2CCCC2)c(OC)c1	-14	22%	44%[activator]	-4	0%	1%	-19%
Cn1c2cc(B(O)O)sc2c2cnn(Cc3c(F)cccc3Cl)c(=O)c21	x	10µM*	x	x	x	5µM*	13µM*
O=C(CSc1nnnn1-c1ccc(O)cc1)c1ccc(F)cc1	13	23%	0%	23*	0%	-20%	32%[activator]
CN(CCc1nc2ccccc2[nH]1)Cc1nc(CC2CC2)no1	20	-2%	5%	-4	0%	2%	-9%
Cc1cc(NC(=O)c2ccc(Cl)cc2)ccc1NC(=O)c1ccccc1Cl	10	3.7µM*	2%	7	-1%	-29%	12%
Cc1ccc(NC(=O)CSc2nc3ccccc3c(=O)n2CCCC(=O)NCCCN2CCOCC2)cc1	-5	-102%	-7%	5	12%	221%[activator]	u
O=C(N[C@@H](Cc1ccccc1)C(=O)OCc1ccccc1)c1nc[nH]c1C(=O)N1CCN(c2ccccc2)CC1	3	34%[activator]	-2%	-1	3%	40%	u
O=C1C2C3C=CC(C3)C2C(=O)N1Nc1ccc([N+](=O)[O-])cc1[N+](=O)[O-] (stereo not drawn)	x	u	-4%	2	0%	-7%	-15%
CCC(CC)c1nnc(NC(=O)CN2C(=O)c3ccccc3C2=O)s1	-4	u	-4%	-5	0%	-16%	3%
Cc1ccccc1/C=N/NC(=O)Cn1cnc([N+](=O)[O-])n1	-12	0%	-11%	-2	4%	-18%	x
CN(CC(=O)NCC(c1ccccc1)N1CCCC1)S(=O)(=O)c1ccc(Cl)cc1 (stereo not drawn)	x	8.3µM*	5%	x	x	97%[activator]	u
COc1ccc(-c2cc(=O)oc3cc4occ(C)c4cc23)cc1	-15	0.83µM*	0%	1	3%	-22%	u
O=C1OC(c2ccco2)=N/C1=C\c1ccc(-c2cccc(C(F)(F)F)c2)o1	-9	40%[activator]	-7%	1	-4%	-29%	-4%
CSc1ncccc1C(=O)OCC(=O)c1cccc(Br)c1	17	38%	1%	12	0%	-36%	2%
CCc1nnc(NS(=O)(=O)c2ccc(NC(=O)OC)cc2)s1	-11	u	10%	-4	4%	-11%	-1%
CCCCN(C(=O)c1ccc(-c2ccc(Cl)cc2)o1)c1c(N)n(CCC)c(=O)[nH]c1=O	x	-34%	1%	x	x	-32%	u
O=C(/C=C/C=C/c1ccc2c(c1)OCO2)N1CCCCC1	x	69%[activator]	-6%	x	x	-6%	57%[activator]
COC(=O)Cc1ccc(NC(C)=O)cc1	x	42%[activator]	0%	x	x	-9%	20%
COc1ccc(C)cc1NC(=O)c1cc2cc3ccc(C)cc3nc2o1	20	u	x	-2	2%	-8%	21%

Two of the compounds above, with values under each structure.
Results follow in this order: Shiga toxin inh	Pf growth 96h	Tb PYK inh	CHX counter	LmPK inh	AmpC no deterg	Pf growth 48h
> O=C(CSc1nnnn1-c1ccc(O)cc1)c1ccc(F)cc1
 : 13	23%	0%	23*	0%	-20%	32%[activator]
> CN(CCc1nc2ccccc2[nH]1)Cc1nc(CC2CC2)no1
 : 20	-2%	5%	-4	0%	2%	-9%

In the list so far, 9 have four or more nitrogen atoms:
SMILES	Shiga toxin inh	Pf growth 96h	Tb PYK inh	CHX counter	LmPK inh	AmpC no deterg	Pf growth 48h
O=C(CSc1nnnn1-c1ccc(O)cc1)c1ccc(F)cc1	13	23%	0%	23*	0%	-20%	32%[activator]
CN(CCc1nc2ccccc2[nH]1)Cc1nc(CC2CC2)no1	20	-2%	5%	-4	0%	2%	-9%
Cc1ccc(NC(=O)CSc2nc3ccccc3c(=O)n2CCCC(=O)NCCCN2CCOCC2)cc1	-5	-102%	-7%	5	12%	221%[activator]	u
O=C(N[C@@H](Cc1ccccc1)C(=O)OCc1ccccc1)c1nc[nH]c1C(=O)N1CCN(c2ccccc2)CC1	3	34%[activator]	-2%	-1	3%	40%	u
O=C1C2C3C=CC(C3)C2C(=O)N1Nc1ccc([N+](=O)[O-])cc1[N+](=O)[O-] (stereo not drawn)	x	u	-4%	2	0%	-7%	-15%
CCC(CC)c1nnc(NC(=O)CN2C(=O)c3ccccc3C2=O)s1	-4	u	-4%	-5	0%	-16%	3%
Cc1ccccc1/C=N/NC(=O)Cn1cnc([N+](=O)[O-])n1	-12	0%	-11%	-2	4%	-18%	x
CCc1nnc(NS(=O)(=O)c2ccc(NC(=O)OC)cc2)s1	-11	u	10%	-4	4%	-11%	-1%
CCCCN(C(=O)c1ccc(-c2ccc(Cl)cc2)o1)c1c(N)n(CCC)c(=O)[nH]c1=O	x	-34%	1%	x	x	-32%	u

Further results follow:
SMILES	Shiga toxin inh	Pf growth 96h	Tb PYK inh	CHX counter	LmPK inh	AmpC no deterg	Pf growth 48h
C(=N\Nc1ccccn1)/c1ccc2c(c1)OCCO2	33*	x	-1%	35*	-18%	-15%	x
O=C(CSc1nnc(CNC(=O)c2cccs2)o1)Nc1cccc(C(F)(F)F)c1	19	10%	-3%	-2	-1%	-7%	3%
CC(=O)c1cn(Cc2ccc(C#N)cc2)c2ccccc12	-15	306%[activator]	5%	-4	-6%	-15%	u
COc1cccc(C2CC(c3cccs3)=NN2C(=S)Nc2ccccc2)c1OC (stereo not drawn)	3	41%[activator]	4%	-1	6%	-10%	u
CN(C(=O)Cc1c(C(=O)O)n(C)c2ccccc12)c1ccc(F)cc1	-6	u	4%	-7	-1%	-29%	2%
CCN(CC)CCNC(=O)CCc1nnc2ccc(N3CCC(C)CC3)nn12	3	1%	-6%	-1	-2%	0%	16%
O=C1CCCN1C(=O)COc1ccc([N+](=O)[O-])cc1	x	-14%	1%	x	x	-18%	3%
COc1ccc(/C=C2/SC(=O)N(CCNC(=O)C3COc4ccccc4O3)C2=O)cc1 (stereo not drawn)	-2	70%[activator]	-7%	15	2%	-18%	68%[activator]
CC1(c2ccccc2Cl)NC(=O)N(CC(=O)NC(=O)NCc2ccco2)C1=O (stereo not drawn)	11	10%	-1%	12	-1%	-8%	7%
O=S(=O)(Nc1cccc(-c2cn3c(n2)SCC3)c1)c1ccccc1	-7	-22%	-7%	-2	0%	u	-10%
CCCc1cc(=O)n2nc(N3CCC(C(=O)NCc4ccc(C)o4)CC3)sc2n1	14	-22%	3%	6	-10%	26%	-2%
O=C1C=C(NCc2ccco2)CCC1	-17	67%[activator]	-4%	4	11%	-9%	x
CCn1nc(C(=O)OCc2cccc(S(=O)(=O)N(C)C)c2)c2ccccc2c1=O	-6	39%[activator]	-7%	-1	2%	-9%	75%[activator]
COCCNC(=O)C(=O)NCCN1CCOCC1	14	3%	-11%	-1	3%	-15%	10%
COc1ccccc1-n1c(SCC(=O)Nc2ccc(C)cc2)nc(O)cc1=O	22	u	-7%&-1%	8	4%	-40%	x
O=C(Cc1cccc(NC(=O)C2CCCN(C(=O)C3CCC3)C2)c1)Nc1cccc(C(=O)N2CCCC2)c1 (stereo not drawn)	x	2.3µM*	0%	x	x	73%[activator]	u
C=CCn1c(SCC(=O)NC2CCS(=O)(=O)C2)nc2scc(C3CC3)c2c1=O (stereo not drawn)	56	-16%	1%	-1	1%	12%	u
CSc1nnc(-c2cc3c(s2)-c2ccccc2CC3)o1	80*	85%[activator]	-5%	25*	-4%	u	80%[activator]
O=C(Nc1c2c(nn1-c1ccccc1)CS(=O)(=O)C2)c1ccccc1C(F)(F)F	15	1%	1%	-3	-4%	-4%	18%
COc1ccc2c(c1)C(SCC(=O)NCCc1ccc(Cl)cc1)CC(C)(C)O2 (stereo not drawn)	-14	u	5%	-5	1%	30%	u
FC(F)(F)c1ccc(Cl)c(-n2c(Cc3cccs3)n[nH]c2=S)c1	16	u	u	8	8.9µM*	-45%	u
CN(Cc1ccccc1Cl)C(=O)C1CCC(=O)N(C2CCCCCC2)C1 (stereo not drawn)	18	8%	0%	14*	-6%	212%[activator]	u
Cc1[nH]c(=O)c(C#N)c(C)c1[N+](=O)[O-]	-19	22%	5%	-2	5%	-4%	5%
COc1ccc(CNC(=O)Cn2cccc2C(=O)c2ccccc2)cc1	40*	7%	-7%	34*	-8%	-3%	34%[activator]
CCOc1ccc(C(C)=O)cc1COC(=O)c1cnc(Cl)c(Cl)c1	14	15%	-1%	0	3%	-19%	-12%

Reprinted from the part before: three entries; new compounds follow.
SMILES	Shiga toxin inh	Pf growth 96h	Tb PYK inh	CHX counter	LmPK inh	AmpC no deterg	Pf growth 48h
Cc1[nH]c(=O)c(C#N)c(C)c1[N+](=O)[O-]	-19	22%	5%	-2	5%	-4%	5%
COc1ccc(CNC(=O)Cn2cccc2C(=O)c2ccccc2)cc1	40*	7%	-7%	34*	-8%	-3%	34%[activator]
CCOc1ccc(C(C)=O)cc1COC(=O)c1cnc(Cl)c(Cl)c1	14	15%	-1%	0	3%	-19%	-12%
COc1cccc(C(=O)NCC2(c3ccccc3)CCCC2)c1	-4	-27%	1%	4	8%	107%[activator]	u
CC(NC(=O)OCc1ccccc1)C(=O)N1CC(O)CC1C(=O)O (stereo not drawn)	9	1%	-7%	-4	-3%	-20%	23%
COc1ccc(NS(=O)(=O)c2cccc3nonc23)c(OC)c1	16	u	-2%	6	2%	-11%	u
c1ccc(-n2nnc3cnccc32)cc1	24	u	0%	24*	0%	-27%	26%
COc1ccccc1N(CC(=O)NC(C)(C)C)C(=O)C1CSC(=O)C1 (stereo not drawn)	-1	27%	-5%	-2	-2%	-6%	27%
Cc1cc(C)c(OCC(=O)Nc2ccc(S(=O)(=O)N3CCCC3)cc2)c(C)c1	x	u	0%	x	x	-18%	u
COCCn1c(=S)[nH]c2sc3c(c2c1=O)CCCC3	-4	13%	u	-8	1%	-10%	17%
Cc1cc(OCc2cc(C(=O)N3CCN(C)C(=O)[C@@H]3C)no2)cc(C)c1Cl	9	u	-1%	9	3%	198%[activator]	u
N/C(=N\OC(=O)CCCOc1ccccc1)c1ccc([N+](=O)[O-])cc1	7	65%[activator]	3%	-7	1%	-11%	15%

High-throughput results (PubChem)
